Tn7 DDE FP – DD(E)-Tn7 binding inhibition, primary FP screen | hit rate 0.13% among 370,000 | P02675 | FP displacement of FITC-Tn7 peptide from fibrin DD(E); 0% = median of compound wells per plate | inhibition, % at 8.3 µM;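 active means inhibition above the mean of compounds falling within the control limits plus 3 SD of them, cut at about 14% in these data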;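 further: 0% = plate median of compound wells and 100% = 10 µM Aha-Tn7 peptide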
Target sequence (P02675 whole entry, looked up): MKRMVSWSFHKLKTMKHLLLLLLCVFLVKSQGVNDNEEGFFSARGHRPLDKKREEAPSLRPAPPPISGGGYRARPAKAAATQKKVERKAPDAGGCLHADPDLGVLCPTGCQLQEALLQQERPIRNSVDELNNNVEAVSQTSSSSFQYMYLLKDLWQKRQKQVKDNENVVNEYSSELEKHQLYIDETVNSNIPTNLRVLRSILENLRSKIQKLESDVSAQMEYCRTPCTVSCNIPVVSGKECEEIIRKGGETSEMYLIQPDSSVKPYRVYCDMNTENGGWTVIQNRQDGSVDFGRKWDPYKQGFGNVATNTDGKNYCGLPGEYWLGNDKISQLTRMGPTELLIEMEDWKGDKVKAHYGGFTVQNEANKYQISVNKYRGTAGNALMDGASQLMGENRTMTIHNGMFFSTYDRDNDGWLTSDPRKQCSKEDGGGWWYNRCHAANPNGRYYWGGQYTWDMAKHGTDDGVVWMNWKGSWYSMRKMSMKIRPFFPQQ
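system = human fibrin DD(E) protein | quantity = DD(E) 2 µM final | medium = Tris/NaCl/CaCl2 buffer, pH 7.8 | also added = labelled Tn7 tracer, 0.1 µM | compound dosing = single point at 8.3 µM | timing = compound with protein 10 min, then 3 h after probe, room temperature | signal = FP measurement | benchmarks = Aha-Tn7 high control | repeats = one replicate per compound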
ADAM17 inh – inhibits human ADAM17 | AID 720648 | P78536 | hit rate 0.83% among 370,000 | inhibition, % at 6.95 µM | recombinant ADAM17, EDANS/DABCYL FRET peptide cleavage;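 active means inhibition above the mean of compounds lying between control limits plus 3 SD, set per campaign, cut at about 8.5% in these data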;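 further: 0% = DMSO-only wells as the low control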
DDE Tn6 FP inh – inhibitors of Tn6 peptide binding to human fibrin DD(E) | P02675 | Fibrin DD(E) TRITC-Tn6 fluorescence polarization displacement | inhibition, % at 8.3 µM | hit rate 0.21% among 370,000;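 active means inhibition above a per-campaign cutoff: mean of compounds within control limits plus 3 SD, cut at about 15% in these data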;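 further: 0% = median of all compound wells on the plate and 100% = blocking peptide control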
TDP2 inh – TDP2 (human) inhibition, absorbance primary screen. AID 720702. hit rate 0.34% among 370,000. recombinant TDP2, T5PNP hydrolysis, p-nitrophenol absorbance 415 nm. O95551. inhibition, % at 12.8 µM;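 active means inhibition above the mean of all tested compounds plus 3 SD, set per campaign, cut at about 25% in these data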;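 further: 0% = DMSO with enzyme and 100% = buffer with substrate but no TDP2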
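Incubation: 2 h at 37 °C; Test system: recombinant human TDP2; Quantity: enzyme 120 nM; Read-out basis: percent inhibition; Medium: 50 mM Tris-HCl pH 7.5 with Mg2+, KCl, DTT, BSA; Repeats: single replicate; Compound: 12.8 µM single point, 1% DMSO; Signal: epi absorbance; Reagent: 5 mM T5PNP chromogenic substrate; Benchmarks: no-enzyme high, DMSO-plus-enzyme low.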
ASAP1 inh – inhibitors of human ASAP1 ArfGAP activity | ASAP1-stimulated ARF1 GTP hydrolysis, GDP FP detection | inhibition, % at 16.5 µM | hit rate 0.19% among 360,000 | AID 624377; in the data active means inhibition above about 25%;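 further: 0% = vehicle with enzyme and substrate and 100% = no enzyme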
ADAM10 inh – inhibitors of human ADAM10 | hit rate 0.62% among 370,000 | O14672 | recombinant ADAM10, EDANS/DABCYL FRET peptide cleavage, 3 h | inhibition, % at 7 µM;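 active means inhibition above a per-campaign cutoff equal to the mean of compounds falling between control-based bounds plus 3 SD, cut at about 20% in these data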;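 further: 0% = DMSO wells while the 100% control is not disclosed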
ARFGAP1 inhibitor – inhibitors of rat ARFGAP1; Q62848; Arfgap1-stimulated ARF1 GTP hydrolysis, GDP FP detection; inhibition, % at 16.5 µM; hit rate 0.26% among 360,000; AID 651572;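 active means inhibition above a per-plate limit, mean inhibition of low control wells plus 3 SD, cut at about 25% in these data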;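 further: 0% = DMSO wells with enzyme and 100% = wells lacking Arfgap1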
Target sequence (Q62848 1-136 limits assumed): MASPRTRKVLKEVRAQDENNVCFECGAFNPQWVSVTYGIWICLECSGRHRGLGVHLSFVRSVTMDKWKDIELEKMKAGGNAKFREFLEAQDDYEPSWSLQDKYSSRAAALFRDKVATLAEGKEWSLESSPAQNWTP
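system = rat Arfgap1 catalytic domain, aa 1-136 | technique = FP, GDP Alexa 633 tracer displaced from anti-GDP antibody, 620/688 nm | compound = one concentration, 16.5 µM, DMSO 1.26% | medium = HEPES-based buffer, pH 7.5 | timing = compound-enzyme preincubation 20 min, reaction 120 min, detection 60 min, 25 °C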
PLCg1 inh – inhibitors of human phospholipase C gamma1; inhibition, % at 12.2 µM; P19174; AID 720700; hit rate 0.84% among 370,000; purified PLC-gamma1, fluorogenic substrate, fluorescence; in the data active means inhibition above about 9.5%
KLK7 zymogen act – activators of human kallikrein-7 zymogen; purified proKLK7, EDANS-DABCYL substrate fluorescence; 100% is mature enzyme control, 0% vehicle; activation, % at 7 µM; hit rate 0.9% among 370,000; AID 652039;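 active means activation above the mean of all tested compounds plus 3 SD, computed per campaign excluding outliers beyond control limits, cut at about 13% in these data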
Target sequence (P49862 whole entry, looked up): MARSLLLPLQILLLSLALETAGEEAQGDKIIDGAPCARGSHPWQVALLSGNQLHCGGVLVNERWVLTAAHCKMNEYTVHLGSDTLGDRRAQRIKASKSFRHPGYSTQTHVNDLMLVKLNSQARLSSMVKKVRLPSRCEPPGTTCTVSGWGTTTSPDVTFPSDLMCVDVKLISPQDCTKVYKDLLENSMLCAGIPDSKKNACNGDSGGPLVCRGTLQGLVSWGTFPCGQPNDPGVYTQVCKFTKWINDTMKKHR
LEDGF integ inh – blocks HIV-1 LEDGF/p75-dependent DNA integration; TR-FRET IN-LEDGF/p75 DNA integration, Eu/Cy5; hit rate 0.64% among 370,000; inhibition, % at 3.7 µM;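 active means inhibition above the screen-wide mean plus 3 SD, cut at about 13% in these data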;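 further: signal is the Cy5 over europium emission ratio at 671 and 618 nm; 0% = plate median of compound wells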
Active calls of the source: *.

| Tn7 DDE FP | ADAM17 inh | DDE Tn6 FP inh | TDP2 inh | ASAP1 inh | ADAM10 inh | ARFGAP1 inhibitor | PLCg1 inh | KLK7 zymogen act | LEDGF integ inh | SMILES |
| --- | --- | --- | --- | --- | --- | --- | --- | --- | --- | --- |
| 2 | 3 | -4 | -1 | -1 | 4 | 0 | -3 | -0.7 | -2 | CC(C)c1nnc(NC(=O)COc2ccc3ccccc3c2)s1 |
| 4 | -4 | 5 | 2 | 3 | -13 | 9 | -8 | 0.8 | -3 | NC(=O)/C(=C\c1ccccc1)NC(=O)c1ccc(NC(=O)c2ccccc2)cc1 |
| 3 | -3 | -4 | 2 | -6 | 6 | 9 | 2 | -0.6 | -2 | CCOCCn1c(N2CCN(c3ccccc3)CC2)nc2c1c(=O)n(C)c(=O)n2C |
| -7 | 1 | 0 | -17 | 5 | 3 | 4 | 3 | 0.1 | 1 | c1ccc(CCC2CCCCN2Cc2cn[nH]c2-c2cc3ccccc3o2)nc1 (centres undefined) |
| 4 | -25 | -4 | 7 | 7 | -80 | 3 | -18 | -2.0 | 0 | O=c1oc2cc(Oc3ccc(C(F)(F)F)cc3[N+](=O)[O-])ccc2c2c1CCC2 |
| 0 | 2 | 1 | -1 | -5 | 4 | 4 | 3 | 0.2 | 1 | CCSc1ccccc1C(=O)NCc1ccc2c(c1)OCO2 |
| -1 | 0 | 8 | -2 | -13 | -5 | 5 | 2 | 0.0 | 6 | CC#CC(=O)N1CCC(n2nccc2NC(=O)CCc2ccccc2)CC1 |
| -6 | 5 | -8 | -16 | -2 | 8 | 8 | 5 | 0.0 | 3 | Cc1ccc(OCCn2c(=O)sc3ccccc32)cc1 |
| -3 | -10 | -5 | 12 | -8 | -18 | -3 | -11 | -0.2 | -4 | COc1cc(/C=C2/C(=N)N3C(=NC2=O)SN=C3S(C)(=O)=O)ccc1OS(=O)(=O)c1ccc(C)cc1 |
| 4 | 1 | -3 | -14 | 6 | 12 | 15 | -2 | 0.6 | -3 | CCn1c(Sc2ccc(N)cc2Cl)nc2ccccc21 |
| -1 | 0 | 1 | 0 | 12 | 3 | -7 | 0 | 1.1 | 5 | Cc1cc2nc(C(C)(C)C)c(Cc3ccsc3)n2c(C)c1Br |
| 3 | -1 | -3 | 6 | 13 | 6 | 3 | 4 | -0.6 | -2 | CCOc1ccc(-c2nnn(CC(=O)N3CCN(c4ccc(OC)cc4)CC3)n2)cc1OCC |
| 2 | -2 | 8 | -3 | -7 | -15 | 7 | 1 | 0.6 | -4 | CC(C)CCn1c(=S)[nH]c2ncccc2c1=O |
| -5 | -1 | 1 | -9 | 12 | 0 | 5 | 5 | 0.2 | 5 | CC(=O)N/C(=C/c1ccc(OC(F)F)cc1)C(=O)O |
| 4 | -4 | -6 | -5 | -15 | -5 | -10 | -3 | 0.3 | -2 | COc1ccc(C(C2C(=O)CC(C)(C)CC2=O)C2C(=O)CC(C)(C)CC2=O)cc1 |
| 1 | -1 | -4 | 9 | 6 | 5 | 8 | 1 | -0.1 | 1 | CC(=O)Nc1ccc(S(=O)(=O)N2CCN(S(=O)(=O)N3CCC(C)CC3)CC2)cc1 |
| -5 | -1 | -7 | 9 | 7 | -2 | 18 | 4 | -0.6 | 2 | CCOc1ccccc1NC(=O)COn1nnc2ccc(Cl)cc21 |
| 3 | 1 | 10 | -1 | -2 | 3 | 2 | 0 | 0.5 | 4 | Cc1ccc(NC(=O)CN2CCN(C(=O)c3ccco3)CC2)cc1S(=O)(=O)N(C)C |
| -1 | 0 | 6 | 9 | 20 | -5 | 16 | -8 | 0.2 | 0 | Cc1nn(-c2ccccc2)c2nc(N)c(C#N)c(-c3ccc(C(C)(C)C)cc3)c12 |
| -3 | -3 | -6 | 2 | 1 | -13 | 1 | 2 | -0.3 | -1 | CCN(C(=O)Cn1ccc(C(F)(F)F)n1)c1c(N)n(Cc2ccccc2)c(=O)[nH]c1=O |
| -1 | -3 | 2 | 2 | 8 | 0 | -16 | 7 | -0.2 | -1 | O=C(NCc1ccccc1Cl)C1CCC(=O)N(CC2CCCCC2)C1 (centres undefined) |
| 4 | -4 | -11 | -16 | 8 | -6 | -10 | -1 | 0.0 | -1 | Cc1ccc(CNCc2ccccc2Cl)cc1 |
| -5 | -1 | 6 | 10 | -8 | 4 | 22 | 1 | 0.2 | 1 | COC(=O)c1ccccc1NC(=S)N1CCN(c2ccccc2)CC1 |
| 0 | -2 | 6 | 21 | -2 | -4 | -3 | 1 | 0.6 | 1 | O=C(CSc1n[nH]c(=O)n1-c1ccc2c(c1)OCCO2)Nc1ccccc1 |
| 5 | 1 | 1 | -9 | -3 | -3 | 0 | -1 | -0.1 | -4 | CCC1CCCCN1C(=O)CSc1nc(N)cc(N)n1 (centres undefined) |
| -5 | 5 | 1 | 9 | 5 | -8 | 9 | 0 | -0.4 | -2 | COc1ccc(OCCn2c(C)nc3ccccc32)cc1 |
| -2 | -2 | -8 | 1 | -1 | 11 | 13 | 0 | 0.3 | -2 | CCOC(=O)c1cnc(SCc2nc(N)nc(Nc3ccccc3)n2)nc1N |
| 5 | -5 | 7 | 4 | -2 | -6 | -2 | 0 | 0.0 | 4 | Cc1cnc(C(=O)Nc2ccc(C(=O)N3CCCCC3)cc2)cn1 |
| 3 | 0 | 5 | -5 | 4 | -10 | 8 | 2 | -0.5 | -4 | COc1ccc2[nH]c3c(c2c1)CCN1C(=O)C(CC(=O)NCCc2ccccn2)C[C@H](C(=O)N2CCOCC2)[C@@]31CCC1CCCC1 (some centres undefined) |
| -1 | 1 | -4 | 0 | 1 | -5 | 5 | -2 | -0.4 | -2 | CC(=O)c1ccc(OCC(=O)c2cc(C)n(-c3ccc4c(c3)OCO4)c2C)cc1 |
| -2 | -1 | 11 | -6 | 1 | 1 | 7 | -1 | -0.3 | -1 | CCOc1ccc(S(=O)(=O)NCCC(=O)NCCc2ccc(OCC)c(OCC)c2)cc1 |
| 12 | -4 | 2 | 20 | -6 | -2 | 2 | 1 | -0.2 | 4 | O=C(NNS(=O)(=O)c1ccc([N+](=O)[O-])cc1)C1CCCCC1 |
| -4 | -8 | 0 | 1 | -4 | -27 | 2 | -41 | -0.2 | 0 | CN(C)/C=C\C(=C/C(=O)C(F)(F)F)Nc1ccccc1Oc1ccccc1 |
| 0 | -4 | 0 | 24 | 4 | -3 | -8 | -1 | 0.3 | 4 | COc1ccc(CC(=O)Oc2ccc(Cl)cc2Br)cc1S(=O)(=O)N1CCOCC1 |
| 7 | -1 | 3 | -8 | 6 | -3 | -3 | 2 | 0.0 | -2 | COc1ccc(CCNC(=O)C2CCC(=O)N(CC3CCCCC3)C2)cc1 (centres undefined) |
| 4 | 1 | -2 | -2 | 6 | 5 | 2 | -1 | 0.5 | 0 | O=C(c1cc([N+](=O)[O-])ccc1N1CCCC1)N1CCCC1 |
| -3 | -1 | 3 | 11 | 17 | 1 | -15 | -8 | 0.3 | -3 | Cc1ccc(/C=C/C(=O)Nc2ccc(S(=O)(=O)Nc3cc(C)nc(C)n3)cc2)cc1 |
| 6 | -3 | 4 | 1 | 0 | -4 | 6 | -4 | 0.8 | 11 | CCC(CC)C(=O)Nc1cccc(C(=O)NCc2ccco2)c1 |
| -11 | -9 | 0 | 2 | 6 | -35 | 9 | -292 | 0.4 | 2 | CCn1c(C)nc2cc(C(=O)N/N=C/c3ccc(N4CCOCC4)cc3)ccc21 |
| 0 | 1 | 1 | -6 | 9 | -2 | 7 | 1 | -1.1 | 4 | CN1CCN(C(=O)CCC(=O)c2ccc(F)cc2)CC1 |
| -5 | -1 | -3 | -2 | -8 | -10 | 15 | 0 | 0.0 | -4 | CC(C)(C)c1ccc(CC(=O)N2CCC2(C)C(=O)NCc2ccc3c(c2)OCO3)cc1 (centres undefined) |
| 2 | -4 | -7 | 13 | 3 | 6 | -2 | 2 | -0.6 | -4 | COc1cc(C(C)=O)ccc1Oc1cnccn1 |
| 3 | -8 | -5 | -7 | 10 | -1 | -2 | -10 | -0.1 | -1 | Cc1ccc(S(=O)(=O)Nc2ccccc2N2CCCCC2)cc1 |
| 1 | -4 | -2 | -5 | -6 | 3 | 3 | -1 | 0.0 | 1 | COc1ccccc1N(Cc1ccccc1)S(=O)(=O)c1cccc(C(=O)O)c1 |
| -1 | -136 | 2 | 2 | 4 | -482 | -1 | -157 | 6.1 | 2 | COC(=O)c1[nH]c2cc(OC)c(OC)cc2c1NC(=O)CN1C[C@H]2C[C@@H](C1)c1cccc(=O)n1C2 |
| 0 | 1 | -2 | 19 | 1 | 3 | 4 | -6 | 0.3 | 1 | C=CCn1c2ccccc2c2nnc(SCCN3CCCCC3)nc21 |
| 2 | 0 | -2 | -1 | -3 | 0 | -3 | 0 | -0.3 | -3 | O=C(CN1CCC(c2nc3ccccc3s2)CC1)N1CCCCC1 |
| 5 | 5 | 1 | -7 | 0 | 8 | 2 | 4 | -0.4 | 1 | CCOC(=O)c1cc(S(=O)(=O)N2CCN(c3ccccc3OC)CC2)cn1C |
| 1 | 4 | 7 | 12 | 1 | -1 | -6 | -4 | 0.3 | 2 | CCOc1cc(/C=C2\C(=O)N(CCc3ccc(OC)c(OC)c3)C(C)=C2C(=O)OC)ccc1O |
| -7 | 4 | -8 | -17 | 2 | 2 | -21 | 2 | -0.4 | 6 | COc1ccc(OC)c(S(=O)(=O)NC(C)(C)C)c1 |
| 7 | -7 | -3 | 5 | -1 | -9 | 10 | 5 | -0.1 | -2 | Cn1c(N)c(C(=O)COC(=O)Cc2ccc(Cl)cc2)c(=O)n(C)c1=O |
| 3 | -3 | -4 | 2 | -2 | -9 | -2 | -4 | 1.1 | 0 | COc1cccc(C(=O)CN(C(=O)c2ccc(Cl)cc2Cl)N2C(=O)c3ccccc3C2=O)c1 |
| 4 | -4 | -4 | 7 | -1 | -14 | 2 | -1 | 0.4 | -2 | COc1ccc(OCC(=O)C2CC2)c(C#N)c1 |
| -1 | 2 | 2 | 4 | 1 | -2 | 13 | 3 | -0.1 | 2 | O=C1CCC(=O)N1OCCCOc1ccc(Br)cc1Cl |
| 0 | -2 | 3 | 4 | -12 | 0 | -3 | 3 | 0.2 | -4 | CC(NS(=O)(=O)c1ccccc1)C(c1cccs1)N1CCN(C)CC1 (centres undefined) |
| -11 | -1 | 6 | 11 | 12 | 3 | -6 | -24 | 0.0 | 13 | Clc1ccc(-c2ccc(C=Nc3ccc(N4CCOCC4)cc3)o2)c(Cl)c1 |

Assay outcomes from PubChem BioAssay.
